APP 5'UTR act: activates APP 5'UTR luciferase reporter | SH-SY5Y APP 5'UTR luciferase reporter, luminescence; zero percent = DMSO vehicle wells | activation, % at 2 µM | hit rate 1% among 190,000 | AID 1276;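 active = activation above a set limit, based on mean plus 3 SD of controls, cut at about 140% in these data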; also: values of inactives mirror those of a sister screen read the other way
G6PDH CS: counter-screen for G6PDH assay hits: L. mesenteroides G6PDH inhibition; Purified L. mesenteroides G6PDH, diaphorase/resazurin coupled fluorescence, 45 min; inhibition, % at 5 µM; hit rate 0.12% among 200,000; AID 1020; in the data active = inhibition above about 50%
STAT1 activator: STAT1 signaling activation; hit rate 2.6% among 200,000; NIH 3T3 STAT1-luciferase reporter, IFN-gamma, luminescence; 100% = IFN-gamma alone, no compound; activation (% of control), % at 5.5 µM;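 active = activation above the screen-wide mean activation plus 3 SD, cut at about 130% in these data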;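 also: raw ratio to IFN-gamma control signal so 100% means no change and 0% no light; values of inactives mirror those of a sister screen read the other way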
APP transl inh: APP translation inhibition; SH-SY5Y APP 5'UTR-luciferase reporter, luminescence; inhibition, % at 2 µM; hit rate 0.82% among 190,000; AID 1285;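 active = inhibition above a set limit, derived from the sample mean plus 3 SD, cut at about 45% in these data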; also: values of inactives mirror those of a sister screen read the other way
FLuc inhib CS: counter-screen for luciferase assay inhibitors: firefly luciferase inhibition | P08659 | ATPLite firefly luciferase biochemical luminescence, 10 min | inhibition, % at 10 µM | hit rate 1.5% among 200,000 | AID 1006;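 active = inhibition above about 50% when tested at 10 µM, limit read from the data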
Target sequence (P08659 whole entry, looked up): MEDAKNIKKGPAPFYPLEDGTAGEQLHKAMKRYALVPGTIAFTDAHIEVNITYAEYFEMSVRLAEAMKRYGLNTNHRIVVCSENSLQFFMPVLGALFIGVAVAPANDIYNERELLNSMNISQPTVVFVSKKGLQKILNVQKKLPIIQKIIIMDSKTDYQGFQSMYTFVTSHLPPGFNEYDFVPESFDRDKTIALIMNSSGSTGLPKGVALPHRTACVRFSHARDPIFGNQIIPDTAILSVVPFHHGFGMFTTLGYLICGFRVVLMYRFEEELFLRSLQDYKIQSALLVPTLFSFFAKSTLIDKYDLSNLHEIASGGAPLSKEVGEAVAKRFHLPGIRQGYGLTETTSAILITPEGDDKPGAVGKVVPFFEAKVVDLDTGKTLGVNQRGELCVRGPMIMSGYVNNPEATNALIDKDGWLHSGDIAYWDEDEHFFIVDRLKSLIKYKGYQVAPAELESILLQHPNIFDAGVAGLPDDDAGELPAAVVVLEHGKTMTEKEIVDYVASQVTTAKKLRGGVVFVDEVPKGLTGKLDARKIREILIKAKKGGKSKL
Diaph act CS: diaphorase activation or chemical reduction counter-screen; hit rate 0.005% among 190,000; Diaphorase/resazurin coupled assay, resorufin fluorescence, 16 min; hits give high values; 1 = vehicle wells, 0 = NADH-free wells; activation factor at 20 µM;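 active = diaphorase activity raised at least twofold by the compound at 20 µM; inactive = activation factor below 2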
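Measured by – red resorufin fluorescence at 544/590 nm excitation/emission · Test system – Clostridium kluyveri diaphorase, purified enzyme · Incubation – reaction time 16 min, room temperature · Buffer or medium – 50 mM HEPES pH 7.4 with 4.542 mM MgCl2, 0.005% Tween 20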
FLuc stim CS: affects firefly luciferase, flagging false hits in luciferase stimulation screens | ATPlite luciferase biochemical, luminescence, 10 min; 0 = ATP-free wells, 1 = DMSO control | 200,000 tested, under 10 active | activation factor at 10 µM | P08659 | AID 1027;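 active = luciferase activation factor, scaled between plate controls, of at least 2 with compound at 10 µM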
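Material: Luciferase/luciferin reagent mix; Doses: test compounds dosed from 2 mM stocks in 100% DMSO; Schedule: 10 min incubation after luciferase reagent addition, room temperature; Measured by: luminescence from luciferase reaction; Read-out: luminescence gain marking luciferase activators.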
NF-kB neuron act: raises NF-kB expression in human neuronal cells; hit rate 1.6% among 190,000; fold change at 12.5 µM; NF-kB reporter expression; hits give high values; in the data active = fold change above about 3.3
TLR4 MyD88 comp: inhibitors of human TLR4-MyD88 binding. hit rate 0.18% among 200,000. HeLa CL3-4 TLR4/MyD88 BLA complementation, FRET ratio. AID 861. O00206+Q99836. inhibition, % at 8.4 µM; in the data active = inhibition above about 25%;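 also: 0% = vehicle and 100% = reference inhibitor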
Diaphorase inh: diaphorase inhibition or chemical oxidation counter-screen; diaphorase resazurin-to-resorufin fluorescence, NADH, 16 min; bacterial (C. kluyveri) enzyme, not human; inhibition, % at 20 µM; hit rate 0.69% among 190,000;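 active = primary screen inhibition at 20 µM above a set limit, cut at about 50% in these data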;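 also: plate controls were DMSO with full reaction for no effect and wells lacking NADH for full effect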
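System: Bacterial diaphorase enzyme (C. kluyveri) | Incubation: 16-min room-temperature incubation before reading | Benchmarks: No-NADH positive control and DMSO neutral control | Measured by: Resorufin fluorescence 544/590 nm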
* hit, by the source's call; . = not tested or not shown.

Compound	APP 5'UTR act	G6PDH CS	STAT1 activator	APP transl inh	FLuc inhib CS	Diaph act CS	FLuc stim CS	NF-kB neuron act	TLR4 MyD88 comp	Diaphorase inh
O=C(c1ccccc1)c1cccc(NC(=O)c2ccc(Br)o2)c1	12	2	106	-12	2	0.9	1	1.4	-8	8
Cc1ccc(NC(=O)/C(C#N)=C/c2ccc(Sc3nc(C)cc(C)n3)o2)cc1	-10	-1	102	10	0	1	1	1.2	3	1
NC(=O)CN1CCOCCOCCN(CC(N)=O)CCOCC1	-4	1	100	4	-5	1.1	1	1	-8	-5
CN(CCNC(=O)CCCOc1cc(=O)n(C)c2ccccc12)Cc1ccccc1	14	3	101	-14	-9	0.9	1.1	1.3	9	14
CCOc1cc(-c2nc(-c3ccc(OC)cc3)no2)cc(OCC)c1OCC	-2	0	104	2	-8	0.9	1.1	1.2	-8	9
CCn1ccnc1CN(C)C(=O)CC1C(=O)NCCN1Cc1c(F)cccc1Cl (centres undefined)	0	5	109	0	-3	0.8	1	.	-4	19
Cc1cccc(N2CC(=O)N(c3cccc(C)c3)CC2=O)c1	11	3	96	-11	-5	1	1	1.5	9	4
O=C(COC(=O)CCCc1nc2ccccc2s1)NC(=O)NCc1ccco1	-11	3	105	11	2	0.8	1	1.1	0	25
O=C(COC(=O)Cc1ccccc1F)Nc1cc(S(=O)(=O)N2CCOCC2)ccc1N1CCCC1	10	20	99	-10	1	0.8	1	1.4	-2	18
CCC(CC)C1C(C#N)=C(N)Oc2cc(C)oc(=O)c21 (centres undefined)	3	10	93	-3	-9	0.9	1.1	1.2	0	9
c1ccc(-c2cc(N3CCCCC3)c3ccccc3n2)cc1	-8	-1	92	8	0	0.8	1	1.1	-8	16
CCC1CCCCN1Cc1nc2c(c(=O)n(C)c(=O)n2C)n1Cc1ccccc1 (centres undefined)	6	-2	95	-6	-4	0.9	1	2.7	5	8
O=C(CSc1nnc(-c2cccnc2)o1)OC1CCCCC1	7	-18	97	-7	-9	0.9	1.1	1.2	-9	14
COc1ccc(S(=O)(=O)Oc2ccc3c(c2)O/C(=C\c2cccnc2)C3=O)cc1	-2	3	97	2	-11	0.9	1.1	1.3	5	14
COc1cc(OC)cc(-c2nnc(SCC(=O)Nc3cc(C)on3)o2)c1	8	.	100	-8	.	.	.	.	1	.
COCCn1c(SCc2ccc(C(=O)OC)o2)nnc1-c1c[nH]c2ccccc12	.	7	95	.	4	0.9	1	1.1	5	9
Cc1ccc(Oc2cc(N3CCOCC3)nc(-c3ccccc3)n2)cc1	4	5	98	-4	-2	0.8	1	0.96	-14	15
CN(C)CCNC(=S)Nc1ccc(F)c(F)c1F	-5	2	109	6	-6	0.8	1.1	1	-11	22
N#CC1=C(N)C(C#N)(C#N)C(c2cccnc2)C2CC(c3ccccc3)CC=C12 (centres undefined)	-13	10	97	13	-12	0.7	1.1	0.59	3	31
Cc1cc2ccccn2c1C(=O)c1nc(NCc2ccccc2)ncc1Cl	7	7	98	-7	-7	1	1.1	1	-9	0
COC(=O)c1c(NC(=O)C2COc3ccccc3O2)sc2c1CCN(Cc1ccccc1)C2 (centres undefined)	-7	-67	84	7	-4	0.9	1	1.3	-3	10
Cc1nc(NC(=O)c2csc3ccccc23)sc1C	151*	1	176*	-151	28	0.9	0.7	7.5*	-14	13
O=C(NCCCn1ccnc1)c1cc(-c2ccncc2)nc2ccccc12	14	11	97	-14	-4	1.1	1	0.98	15	-8
COc1ccccc1N(C(=O)c1ccncc1)c1nc(-c2ccc([N+](=O)[O-])cc2)cs1	14	-1	92	-14	-4	0.9	1	0.54	5	13
O=C(NCCOc1nc(N2CCOCC2)nc(N2CCOCC2)n1)Nc1ccccc1	-5	11	102	6	-2	0.9	1	0.66	-6	5
Cc1cccc(OP(=O)(Nc2c(C)n(C)n(-c3ccccc3)c2=O)Oc2cccc(C)c2)c1	-8	8	93	8	-5	0.9	1	0.84	-1	14
Cc1ccc(N2C(=O)c3sc4nnc(C)c(=O)n4c3C2=O)cc1	-4	7	101	4	-8	0.8	1.1	1	-6	21
CC1(C)CC2CC(C)(CN2C(=S)Nc2ccccc2F)C1 (centres undefined)	-5	2	98	5	-7	0.9	1.1	1	-5	8
S=C(NCCCN1CCOCC1)Nc1ccc(-c2nc3ccccc3[nH]2)cc1	18	0	105	-18	16	1	0.8	0.99	5	4
CC(O)CNC(=O)C1CCN(Cc2ccc(OCc3ccccc3)cc2)CC1 (centres undefined)	19	10	120	-19	2	0.8	1	1.7	1	18
COc1ccc(CC(=O)Nc2cccc(-c3nnc(-c4ccc(C)cc4)o3)c2)cc1OC	9	4	104	-9	16	1	0.8	0.8	9	-4
O=C(NNC(=S)NC1CCCCC1)c1ccccc1Cl	24	10	108	-24	0	1.2	1	1.4	4	-19
COC(=O)c1ccc(N2CCN(CC(=O)c3ccc(-c4ccccc4)cc3)CC2)c([N+](=O)[O-])c1	6	17	108	-6	-2	0.9	1	1.3	5	11
O=C(COC(=O)C1(c2cccc(F)c2)CCCC1)NCc1cccs1	15	2	100	-15	-9	0.9	1.1	1.1	-12	6
CCOC(=O)N1CCC(NCCNC(=O)c2ccco2)CC1	-5	19	101	5	2	0.8	1	0.94	-10	19
Cc1ccc(-c2nc3ncccn3c2Nc2ccc3c(c2)OCCO3)o1	23	0	107	-23	0	1	1	1.9	1	0
Cc1nn(C)cc1/C=N/NC(=O)Cn1nccc1C	-6	6	102	6	4	0.9	1	1.2	-11	9
CC1=CC(C)(C)N(C(=O)CNC2CCCC2)c2cc(C)ccc21	15	17	95	-15	-7	1.2	1.1	0.97	-4	-19
O=C(Nc1ccccc1)N1CCCCC1c1cccnc1 (centres undefined)	15	-5	105	-15	-5	1	1.1	1	5	3
O=C(/C=C\Nc1ccc2c(c1)OCO2)c1ccc2c(c1)OCO2	197*	11	51	-197	89*	0.9	0.1	8*	6	12
Cc1ccc(OCC(=O)Nc2nnc(C3CCCO3)s2)c(Br)c1 (centres undefined)	-5	1	104	6	8	0.9	0.9	1.5	6	7
Fc1cccc(NC(=S)NCCCN2CCOCC2)c1	2	2	97	-2	-7	1	1.1	1.3	-8	1
CC(Sc1sc(=S)sc1SC(C)C(=O)O)C(=O)O (centres undefined)	1	9	101	-1	-2	0.8	1	1	2	16
Cc1cccc(-c2nnc(SCC(=O)Nc3cccc(C(=O)N4CCOCC4)c3)n2C)c1	7	8	104	-7	-7	0.9	1.1	0.99	-26	5
CC(C)(C)NC(=O)Cn1ccc(=N)c2ccccc21	3	8	107	-3	-3	1	1	1.3	-4	4
CC(C)C(C)NC(=O)COC(=O)c1cc(S(=O)(=O)N(C)C)ccc1N1CCCC1 (centres undefined)	-14	8	98	14	-5	0.9	1.1	1.1	-2	14
Cc1ccc(NC(=O)CCC(=O)NNC(=O)c2ccccc2)c(C)c1	31	10	103	-31	-6	0.8	1.1	0.95	5	15
CCOC(=O)c1ccc(NC(=O)c2ccc(C)c(S(=O)(=O)N3CCOCC3)c2)cc1	-9	-1	99	9	-6	0.7	1.1	0.35	6	30
CCOc1ccc(-c2cc(N3C(=O)Nc4ccccc4N3O)n[nH]2)cc1	-25	-1	101	25	48	0.9	0.5	0.97	9	8
CCCn1nc(C(=O)N2CC(=O)Nc3ccccc32)c2ccccc2c1=O	-9	.	106	9	.	.	.	1	-4	.
CCOc1ccccc1N(CC(=O)Nc1ccc2c(c1)OCCO2)S(C)(=O)=O	1	0	104	-1	-5	0.9	1	0.84	-5	8
CC(C)NC(=O)C1CCCN(c2nnc(-n3cccc3)s2)C1 (centres undefined)	0	1	96	0	-4	0.9	1	1.1	6	11
CC(Sc1nnc(Cn2c(=O)sc3ccccc32)n1C)c1ccccc1 (centres undefined)	22	4	100	-22	-7	1	1.1	0.97	1	3
CC(C)N(C)CCOC(=O)/C=C/c1ccccc1	-3	7	96	3	-3	0.8	1	1.3	-14	20
O=C1CCNc2ccc(-c3ccccc3)cc21	30	7	109	-30	4	0.7	1	2	4	26
C/C(CC(=O)Nc1ccc2c(c1)OCCO2)=N\NC(=O)c1ccccn1	136*	3	128	-136	0	0.9	1	1.1	10	5
Cn1c(=O)c2c(nc(Cl)n2Cc2ccncc2)n(C)c1=O	5	3	98	-5	-4	1.1	1	0.92	-3	-8
COc1ccccc1CNC(=O)CC1Sc2ccccc2NC1=O (centres undefined)	7	6	100	-7	-2	1.1	1	1	-16	-6
COCCN1C(=O)c2ccccc2C(C(=O)NCCCN2CCCC2=O)C1c1c[nH]c2ccccc12 (centres undefined)	-8	-3	93	8	-11	0.9	1.1	0.99	14	10
Cc1ccc2c(c1)nnn2C1CCN(C(=O)c2ccccc2F)CC1	-20	10	89	20	-6	1.2	1.1	0.94	-14	-23

Following part:
Compound	APP 5'UTR act	G6PDH CS	STAT1 activator	APP transl inh	FLuc inhib CS	Diaph act CS	FLuc stim CS	NF-kB neuron act	TLR4 MyD88 comp	Diaphorase inh
Cc1ccc(CN2C(=O)C(C)Oc3ccccc32)cc1 (centres undefined)	-16	10	99	16	-2	0.8	1	1.3	1	22
Cc1ccc(OCC(=O)N2CCN(C(=O)c3ccco3)CC2)cc1	15	-1	100	-15	-2	0.9	1	1	-7	9
O=c1cnnc(Nc2cccc(C(F)(F)F)c2)[nH]1	-11	4	96	11	21	0.9	0.8	1	-3	11
COCC(N)(c1ccccc1)c1nc2ccccc2n1C (centres undefined)	-7	-3	97	7	-6	0.9	1.1	1.1	-3	10
Cc1cc(Cl)ccc1OCc1nnc2n1CCCCC2	0	2	94	0	-4	0.9	1	1.2	-8	12
Cc1noc(/C=C/N(C)C)c1S(=O)(=O)N1CCCC(C(=O)NC2CCCCC2C)C1 (centres undefined)	13	3	102	-13	1	1	1	1.1	13	-5
CC1=C(/C=C/C(C)=N\NC(=O)c2ccncc2)C(C)(C)CCC1	-8	16	103	8	-1	1	1	0.94	-1	3

Full records, looked up by structure.
Record of `CC1=C(/C=C/C(C)=N\NC(=O)c2ccncc2)C(C)(C)CCC1` : APP 5'UTR act: -8; G6PDH CS: 16; STAT1 activator: 103; APP transl inh: 8; FLuc inhib CS: -1; Diaph act CS: 1; FLuc stim CS: 1; NF-kB neuron act: 0.94; TLR4 MyD88 comp: -1; Diaphorase inh: 3
Record of `Cc1ccc(CN2C(=O)C(C)Oc3ccccc32)cc1` (centres undefined) : APP 5'UTR act: -16; G6PDH CS: 10; STAT1 activator: 99; APP transl inh: 16; FLuc inhib CS: -2; Diaph act CS: 0.8; FLuc stim CS: 1; NF-kB neuron act: 1.3; TLR4 MyD88 comp: 1; Diaphorase inh: 22

Bioassay records: PubChem, several laboratories
